# CHT PAM = human CHT allosteric activation; B-score at 10 µM; 310,000 tested, 0.49% active; Q9GZV3; CHT-expressing cells, membrane potential dye, choline EC20; hits give high values; LV-AA mutant CHT in HEK293 cells;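 active means initial fluorescence not abnormally high and integrated response B-score, plate-corrected, over 3 SD above library mean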
# Target sequence (Q9GZV3 whole entry, looked up): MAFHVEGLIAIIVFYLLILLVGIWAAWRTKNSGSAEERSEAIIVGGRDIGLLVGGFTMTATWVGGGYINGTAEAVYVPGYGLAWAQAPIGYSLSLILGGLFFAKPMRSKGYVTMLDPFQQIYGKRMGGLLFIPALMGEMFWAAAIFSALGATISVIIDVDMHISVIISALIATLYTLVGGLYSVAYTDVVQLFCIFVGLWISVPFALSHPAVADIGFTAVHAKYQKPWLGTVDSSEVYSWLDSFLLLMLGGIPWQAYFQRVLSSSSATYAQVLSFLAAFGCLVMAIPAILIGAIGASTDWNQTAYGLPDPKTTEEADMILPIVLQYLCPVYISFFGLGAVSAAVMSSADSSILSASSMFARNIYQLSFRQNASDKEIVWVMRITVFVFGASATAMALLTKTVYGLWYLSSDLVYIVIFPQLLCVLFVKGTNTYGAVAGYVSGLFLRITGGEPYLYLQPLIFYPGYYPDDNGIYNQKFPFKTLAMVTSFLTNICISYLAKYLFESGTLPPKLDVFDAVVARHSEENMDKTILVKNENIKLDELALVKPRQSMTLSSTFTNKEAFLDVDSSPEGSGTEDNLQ
# OX1R antagonist = human HCRTR1 antagonism. O43613. 330,000 tested, 0.43% active. AID 434989. CHO/OX1R cells, Fluo-8 calcium fluorescence, orexin A. inhibition, % at 5 µM;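 active means inhibition above its plate's threshold, mean inhibition of all tested compounds on the plate plus 3 SD, cut at about 37% in these data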;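 further: 0% = orexin A challenge wells and 100% = SB-334867-A antagonist wells; not every result past the cut was called active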
# Target sequence (O43613 whole entry, looked up): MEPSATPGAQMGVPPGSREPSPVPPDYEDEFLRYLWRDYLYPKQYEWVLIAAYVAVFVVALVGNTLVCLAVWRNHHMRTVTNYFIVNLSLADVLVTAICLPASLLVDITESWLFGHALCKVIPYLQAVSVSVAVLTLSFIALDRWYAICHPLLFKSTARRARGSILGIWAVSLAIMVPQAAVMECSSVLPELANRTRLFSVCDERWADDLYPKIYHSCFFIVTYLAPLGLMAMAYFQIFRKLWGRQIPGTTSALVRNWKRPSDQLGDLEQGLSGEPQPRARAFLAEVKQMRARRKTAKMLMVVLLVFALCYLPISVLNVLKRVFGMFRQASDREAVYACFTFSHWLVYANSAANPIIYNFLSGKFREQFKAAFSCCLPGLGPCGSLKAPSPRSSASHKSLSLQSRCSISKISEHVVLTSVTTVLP
# * = called active by the depositor; i = inactive; · = not tested or not shown.
SMILES,CHT PAM,OX1R antagonist
O=C(NNS(=O)(=O)c1ccc(F)cc1F)C1Cc2c(ccc3ccccc23)O1 (stereo unspecified),i,51*
CCCNC(=S)Nc1ccc(S(N)(=O)=O)cc1,i,1
CN(C(=O)c1cc2nc(-c3ccco3)cc(C(F)(F)F)n2n1)C1CCCCC1,i,-15
O=C1C(=O)N(c2ccccc2)c2ccccc21,i,34
OCCNCc1cccc(OCc2ccc(Cl)cc2)c1,i,-29
O=C(O)C1CCN(c2ccc([N+](=O)[O-])cc2[N+](=O)[O-])CC1,i,-12
CCOc1ccc(N(C(=O)CNC(=O)c2ccco2)C(C(=O)NC2CCCC2)c2cccnc2)cc1 (stereo unspecified),i,-15
Cc1cc(C)c(OCCCNCc2ccccc2)c(Br)c1,i,-18
COCC1CCN(Cc2cn[nH]c2-c2cc(OC)c(OC)c(OC)c2)CC1,i,-12
O=C(N/N=C/c1ccc(C(=O)O)cc1)C(=O)N1CCCCCC1,i,-14
CC(OC(=O)c1cccc(-n2cnnn2)c1)C(=O)Nc1ccc(F)cc1 (stereo unspecified),i,-1
Cc1c(CCOC(=O)CC23CC4CC(CC(C)(C4)C2)C3)sc[n+]1CC(=O)c1ccccc1,i,-13
COc1ccc(CCn2c(C)nc3ccccc3c2=O)cc1OC,i,-14
CN(C)c1cccc2c(S(=O)(=O)Nc3ccccn3)cccc12,i,-5
O=C1NC(NS(=O)(=O)c2ccccc2)(C(F)(F)F)C(=O)N1Cc1cccnc1 (stereo unspecified),i,8
Cc1ccc(S(=O)(=O)NCc2cccnc2)c(C)c1,i,-18
C/C(=N/NS(C)(=O)=O)c1ccc2ccccc2c1,i,11
Cc1cccc(NC(=O)CSc2ncnc3nc[nH]c23)c1C,i,-7
O=C(NCc1ccccc1C(F)(F)F)C1CC(c2cccc(F)c2)=NO1 (stereo unspecified),i,-2
Cc1ccc(C)c(N(CC(=O)NCCSCc2ccco2)S(C)(=O)=O)c1,i,-27
COc1ccc2cc1Oc1ccc(cc1)C[C@H]1c3cc(c(OC)cc3CCN1C)Oc1c(O)c(OC)cc3c1[C@H](C2)N(C)CC3,i,-17
COc1ccc2[nH]c(-c3ccc(C)cc3)cc(=O)c2c1,i,-9
OC(CCN1CCCCC1)(c1ccccc1)C1C[C@@H]2C=C[C@H]1C2 (stereo partly specified),i,-26
Cc1nn(CC(=O)OCC(=O)NCCc2ccc(F)cc2)c(C)c1[N+](=O)[O-],·,-24

# Rewritten with two lines to a compound: 6 of the compounds above
# Sequence of screens – CHT PAM, OX1R antagonist
O=C1NC(NS(=O)(=O)c2ccccc2)(C(F)(F)F)C(=O)N1Cc1cccnc1 (stereo unspecified)
→ i, 8
Cc1ccc(S(=O)(=O)NCc2cccnc2)c(C)c1
→ i, -18
C/C(=N/NS(C)(=O)=O)c1ccc2ccccc2c1
→ i, 11
Cc1cccc(NC(=O)CSc2ncnc3nc[nH]c23)c1C
→ i, -7
O=C(NCc1ccccc1C(F)(F)F)C1CC(c2cccc(F)c2)=NO1 (stereo unspecified)
→ i, -2
Cc1ccc(C)c(N(CC(=O)NCCSCc2ccco2)S(C)(=O)=O)c1
→ i, -27

# (list continues)
SMILES,CHT PAM,OX1R antagonist
CCCOc1cccc(C(=O)N/N=C/c2coc3ccccc3c2=O)c1,i,·
CC(=O)N(Cc1ccc(F)cc1)c1cccc(C)c1C,i,-5
COc1ccc(C(=O)NC2CCN(S(=O)(=O)Cc3ccccc3)CC2)c(OC)c1,i,-13
S=c1nc2c(n[nH]1)c1ccccc1n2CCc1ccccc1,i,-13
Cc1ccc(-c2cc(-c3ccc(C)o3)nc(N)c2C#N)cc1,i,-4
CC1CCc2sc(C(=O)NN=C3CCC(c4ccccc4)CC3)cc2C1 (stereo unspecified),i,-12
Cn1c(NC(=O)c2ccc(S(=O)(=O)N3CCOCC3)cc2)cc(=O)n(C)c1=O,i,4
Cc1nc2ccccc2nc1N/N=C/c1ccc(O)cc1O,i,-5
O=C(OCc1nc2ccsc2c(=O)[nH]1)c1ccco1,i,-10
COc1ccccc1C(OC(=O)c1ccco1)C(=O)NC(C)(C)C (stereo unspecified),i,-32
Cc1ccc(S(=O)(=O)N/N=C\c2ccc([N+](=O)[O-])o2)cc1C,i,0
O=C(Nc1ccc2c(c1)CN(Cc1ccco1)CC2)C1CCCO1 (stereo unspecified),i,-18
O=C(Nc1nc2c(Cl)cccc2s1)c1ccc(Br)o1,i,-26
Fc1ccc(CSc2nncn2NCc2ccc3c(c2)OCO3)cc1,i,-3
CCC(CC)C(=O)OCC(=O)Nc1ccc(S(=O)(=O)N2CCOCC2)cc1OC,i,-8
COCCCNC(=S)N(Cc1ccccc1)Cc1ccc(F)cc1,i,-54
COCCCNC(=O)CN(c1cccc(Cl)c1)S(C)(=O)=O,i,-9
Cn1cc(C(=O)N2CCc3ccccc32)cn1,i,-9
Cc1cc(OCCN2CCOCC2)nc2ccccc12,i,2
COc1cc(NC(=O)COC(=O)c2n[nH]c3ccccc23)c(C)cc1[N+](=O)[O-],i,-10
COc1cc(C(=S)N2CCCC2)ccc1OCc1ccccc1,i,3
Cc1cc(C)c(S(=O)(=O)N2C=CC(C(F)(F)F)=NCC2)c(C)c1,i,-16
O=C(NC(=O)N1CCOCC1)c1ccccc1,i,1
Nn1c(SCc2nc3ccccc3[nH]2)nnc1-c1cccnc1,i,-8
O=C(NN1C(=O)/C(=C/C=C/c2ccco2)SC1=S)c1ccccc1O,i,-3
CCCC(=O)Nc1cc(=O)[nH]c2ncnn12,i,-4
COc1ccc(OC)c(C(C[N+](=O)[O-])c2c(C)cc3ccccn23)c1 (stereo unspecified),i,-22
CSc1sc(C(=O)NN)c2c1C(O)CCC2 (stereo unspecified),i,-22
O=C(O)c1cccc(Cl)n1,i,-1
Cc1nn(-c2cccc(Cl)c2)c2nc(-c3ccncc3)cc(C(=O)N3CCOCC3)c12,i,-20
Nn1c(SCc2cn3ccsc3n2)nnc1-c1ccncc1,i,-12
COC(=O)[C@H](Cc1ccccc1)NC(=O)NCc1cccs1,i,10
CS(=O)(=O)c1ccc(C(=O)N2CCc3ccccc3C2)cc1,i,-13
CCN(CC)CCOC(=O)c1ccc(Cl)cc1Cl,i,-36
O=[N+]([O-])c1cc(S(=O)(=O)NCCCN2CCOCC2)ccc1Cl,i,-21
COc1ccc(Sc2nnc(-c3ccccc3)cc2C#N)cc1,i,-27
Cc1cccc(C)c1-n1c(C)cc(/C=N/NC(=O)c2ccncc2)c1C,i,-22
O=C(Nc1ccc(F)cc1)c1cccc2c1C(=O)N(CC1CCCO1)C2 (stereo unspecified),i,-12
Cc1c(N(CC(=O)O)S(=O)(=O)c2ccccc2)c(=O)n(-c2ccccc2)n1C,i,7
CCOc1ccc2c(c1)c1nnc(SCC3CCCO3)nc1n2C (stereo unspecified),i,-16
Cc1cc(=O)n(C(C)(C)C)c(=O)n1Cc1ccccc1,i,-10
COc1ccc(Cl)cc1C(=O)NNC(=O)c1ccc(F)c(S(=O)(=O)N2CCOCC2)c1,·,-19
O=C(CSc1nc2cc(Cl)ccc2s1)NC1CCCc2ccccc21 (stereo unspecified),i,-11
Cn1c(CN2CCN(C(=O)c3ccccc3)CC2)nc2cc([N+](=O)[O-])ccc21,i,5
COc1cc(CNc2ncnc3c2[nH]c2ccc(C)cc23)cc(OC)c1,i,-13
CC(C)OCCCNC(=O)c1cccc2c1C(=O)c1ccc(Cl)cc1S2(=O)=O,·,-17
CCOC(=O)c1cc2sccc2n1Cc1ccc(C#N)cc1,i,25
CCC(=O)/C=C1/Sc2ccc(OC)cc2N1CC,i,-20
Cc1sc(NC(=O)c2ccccc2F)c(CN2CCCCC2C)c1C (stereo unspecified),i,-23
COc1cccc(-n2nc(-c3ccnn3-c3ccc(C)cc3)c(=O)n(C)c2=O)c1,i,-19
COc1cc(CC(=O)Nc2ccc3nc(SC)sc3c2)cc(OC)c1OC,i,-40
CC(C)(C)OC(=O)C[C@@H]1C/C=C\C[C@H](CC(=O)NCCO)C(=O)N[C@@H](c2ccccc2)COC1=O,·,-2
CCc1nnc(NC(=O)CCC(=O)N2CCN(Cc3ccc(C)cc3C)CC2)s1,i,-21
COc1ccc(Br)cc1S(=O)(=O)N(CC(=O)N1CCOCC1)c1ccccc1,i,-20
CCN1CCN(C(CNS(=O)(=O)c2ccc(F)cc2)c2cccnc2)CC1 (stereo unspecified),i,-1
CC(=O)N1CCN(c2ccc(NC(=O)c3ccc(C)cc3)cc2)CC1,i,-25
N#Cc1ccc(S(=O)(=O)N2CCCN(c3nc4ccc(Cl)cc4s3)CC2)cc1,i,-26
O=[N+]([O-])c1cc(/C=N/N2CCN(C3c4ccccc4-c4ccccc43)CC2)ccc1Cl,i,-20
COc1ccc2c(c1)c(=O)c(C(=O)c1ccc(C)cc1)cn2CC(=O)Nc1ccc(F)cc1,i,-16
CCCC1(c2ccccc2)NC(=O)NC1=O (stereo unspecified),i,-18
# Continuation.
SMILES,CHT PAM,OX1R antagonist
O=C(Nc1nnc(-c2ccc3c(c2)CCCC3)o1)C1COc2ccccc2O1 (stereo unspecified),i,-11
CCc1nc2sc3ccccc3c(=O)c2c(=O)n1CCOC,i,-12
CCOC(=O)CC(=O)Nc1nnc(CC(C)C)s1,i,-10
Cn1c2c(c(=O)n(C)c1=O)C(c1ccccc1Cl)C(C#N)=C(N)O2 (stereo unspecified),i,-12
c1ccc(-c2ccc(-c3ccccn3)nn2)nc1,i,-25
O=C(CN(Cc1ccccc1)S(=O)(=O)c1cccc(C(F)(F)F)c1)NC1CCCCC1,i,-32
COC1(OC)N=C(N)C2(C#N)C(c3ccccc3)NC(C)=CC12C#N (stereo unspecified),i,-6
CC(CC(=O)NNC(=O)c1ccncc1)c1ccccc1 (stereo unspecified),i,-6
CC1CN(C)CCC1OC(=O)c1ccccc1 (stereo unspecified),i,·
O=C(NC1CCN(C(=O)NCc2ccccc2)CC1)c1cccc(F)c1,i,-16
COc1cc(C(=O)N/N=C/c2ccc(OC(=O)c3ccccc3Cl)cc2)ccc1O,i,6
O=C(Nc1nnc(-c2cccnc2)s1)c1cccs1,i,-15
Cc1nn(C)c(C)c1S(=O)(=O)N1CCCC(C(=O)NC2CCCCCC2)C1 (stereo unspecified),i,-17
CC(C)Cc1nc2oc3c(Cl)ncnc3c2c2c1CCC2,i,-6
Cc1ccc(C(=O)Nc2c(C)n(C)n(-c3ccccc3)c2=O)cc1,i,-4
CC(=O)N1CCN(C(=O)CSc2nc3c(cnn3-c3ccccc3)c(=O)[nH]2)CC1,i,2
Cc1cc(C)c2nc(C(F)(F)F)c(C#N)c(N)c2c1,i,-8
CCOC(=O)CC(NS(=O)(=O)c1ccc2[nH]c(=O)sc2c1)c1ccc(C)cc1 (stereo unspecified),i,-13
Cc1nn(-c2ccc(Cl)cc2)c(=O)c2ccccc12,i,-17
COc1ccccc1CNC(=O)CN1C(=O)NC2(CCC(C)CC2)C1=O (stereo unspecified),·,-8
CC(C)(C)C(=O)Nc1ccc(N=Nc2ccccc2)cc1,i,-24
CCc1ccccc1Nc1ncnc2ccccc12,i,-5
NC(=O)C1CCN(C(=O)C2CCC(=O)N(Cc3ccc(Cl)cc3)C2)CC1 (stereo unspecified),i,-11
CCOC(=O)C1=C(C)OC(N)=C(C#N)C1c1c(C)nn(-c2ccccc2)c1Cl (stereo unspecified),i,-17

# Given with values under each structure: 5 of the compounds above
# Sequence of screens – CHT PAM	OX1R antagonist
> Cc1c(N(CC(=O)O)S(=O)(=O)c2ccccc2)c(=O)n(-c2ccccc2)n1C
 : i	7
> Fc1ccc(CSc2nncn2NCc2ccc3c(c2)OCO3)cc1
 : i	-3
> COc1cc(C(=O)N/N=C/c2ccc(OC(=O)c3ccccc3Cl)cc2)ccc1O
 : i	6
> CCCOc1cccc(C(=O)N/N=C/c2coc3ccccc3c2=O)c1
 : i	·
> Cc1cc(=O)n(C(C)(C)C)c(=O)n1Cc1ccccc1
 : i	-10

# Continuation.
SMILES,CHT PAM,OX1R antagonist
Cn1nc(OCC(=O)O)cc1C(F)(F)F,i,-4
Cc1ccc(S(=O)(=O)NC(=O)c2cc(C)n(-c3ccccc3)c2C)cc1,i,-13
Fc1ccccc1N1CCN(Cc2cc(-c3ccccc3)on2)CC1,i,-12
Cc1ccc(NC(=O)c2ccc(CSc3ncnc4nc[nH]c34)cc2)c(C)c1,i,-5
COc1ccc2c(c1)S/C(=C\C(=O)c1ccncc1)N2C,i,-10
Cc1nc(NC(=O)c2ccc(Cl)cc2)sc1Cc1ccc2c(c1)OCO2,i,-31
Cc1cc(/C=C(\C#N)C(=O)OCC#N)c(C)n1CC(C)C,i,-3
Cn1c(SCC(N)=O)nnc1-c1ccccc1,i,-12
CC1CCCCN1C(=O)c1cc(Cl)ccc1[N+](=O)[O-] (stereo unspecified),i,-5
O=C(CCCn1c(=S)[nH]c2ccc(Br)cc2c1=O)NCc1ccccn1,i,-15
O=C(CN1C(=O)CC(c2ccco2)Sc2ccccc21)NCc1ccc2c(c1)OCO2 (stereo unspecified),i,-14
CCOc1cc(/C=N/NC(=O)c2cccnc2)ccc1OCC(=O)N(C)C,i,-9
COC(=O)c1ccccc1NC1=C/C(=N\S(=O)(=O)c2ccc(C(=O)O)cc2)c2ccccc2C1=O,i,-16
Cc1ccc(-n2ncc3c(SCC(=O)NNC(=O)C(C)C)ncnc32)cc1,i,-6
Cc1ccc(-c2nnc(Nc3ccc(CC(N)=O)cc3)c3ccccc23)cc1S(=O)(=O)NCC1CCCO1 (stereo unspecified),i,-14
CC1CCN(CC(CS(=O)(=O)c2ccc([N+](=O)[O-])cc2)N2CCC(C)CC2)CC1 (stereo unspecified),i,2
Cn1nnc(NC(=S)NC(=O)Cc2ccccc2)n1,i,6
CSc1ncc(Cl)c(C(=O)NCc2ccc3c(c2)OCO3)n1,i,-3
O=C(c1cc2cc([N+](=O)[O-])ccc2oc1=O)n1cccn1,i,-10
O=c1c2ccccc2ncn1-c1ccc2c(c1)OCCO2,i,-3

# Screens: PubChem BioAssay, several laboratories

# Compounds were not picked by outcome, and some 0.8% of all compounds hit somewhere here.
